Bioassay records from PubChem BioAssay.
NADH coupling = inhibitors of PK/LDH coupling enzymes, profiling panel, artefact control, biochemical, MLSMR library; coupled PK/LDH NADH assays, four targets; IC50, µM (titrated, usually from 10 µM), without a hit: at the top dose inhibition; 0.02% of 65,000 active; AID 774, 2007;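 active means single-dose screening hits from any of four coupled enzyme assays that gave an IC50 when retested across doses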;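 further: the DPM-DC format reads NADH fluorescence rather than 340 nm absorbance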
Fluor 339 460 = intrinsic fluorescence of library compounds, ex339/em460 – biochemical, MLSMR library, data from DPM-DC assay, artefact control, profiling panel; compound autofluorescence, ex339/em460 nm, NADH buffer; stronger effect = higher value; 1 = no-compound wells, NADH background; fluorescence fold increase at 10 µM; 5.5% of 65,000 active; AID 709, 2007;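 active means at 10 µM, mean starting fluorescence two-fold or more over control wells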;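 further: signal is the first read of a kinetic run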
TNAP act DEA = human TNAP enzyme activators, primary screen, biochemical, luminescent, intermediate phosphate acceptor level; purified TNAP, CDP-star luminescence, 100 mM DEA, 30 min; stronger effect = higher value; scale: 0 levamisole-inhibited, 1 vehicle-only enzyme; activation factor at 20 µM; 64,000 tested, under 10 active;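 active means activation factor of at least 2 at 20 µM, relative to controls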
RORA act = activators of orphan receptor RORA, primary screen, cell-based, luminescence; Nuclear receptor ROR-alpha (Homo sapiens), P35398; CHO-K1 Gal4-RORA LBD luciferase reporter; percent increase over mock-subtracted basal signal; activation, % at 10 µM; 1.5% of 65,000 active;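 active means activation above the mean of all tested compounds plus 3 SD, cut at about 49% in these data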;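 further: 0% = DMSO-treated RORA cells and 100% = added signal equal to DMSO minus mock-transfected cells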
Target sequence (P35398 whole entry, looked up, the tested form may be a part): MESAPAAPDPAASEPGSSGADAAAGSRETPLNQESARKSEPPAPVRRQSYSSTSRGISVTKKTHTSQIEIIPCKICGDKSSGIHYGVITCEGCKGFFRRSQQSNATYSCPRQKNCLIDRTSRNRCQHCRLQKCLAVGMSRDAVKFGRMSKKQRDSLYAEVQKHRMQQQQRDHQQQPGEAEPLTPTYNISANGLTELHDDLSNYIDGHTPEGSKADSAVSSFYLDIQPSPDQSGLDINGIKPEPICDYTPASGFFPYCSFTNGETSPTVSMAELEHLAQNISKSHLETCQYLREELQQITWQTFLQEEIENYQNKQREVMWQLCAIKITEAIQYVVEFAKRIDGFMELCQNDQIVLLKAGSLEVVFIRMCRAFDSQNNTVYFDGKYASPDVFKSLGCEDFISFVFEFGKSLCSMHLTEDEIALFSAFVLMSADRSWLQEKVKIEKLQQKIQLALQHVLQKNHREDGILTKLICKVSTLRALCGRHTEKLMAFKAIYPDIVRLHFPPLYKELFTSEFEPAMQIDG
M1 antag = antagonists of rat M1 muscarinic receptor | CHO-M1 cells, Fluo-4 calcium, ACh EC80 antagonist mode; stronger effect = lower value | 3.4% of 64,000 active | B-score at 10 µM | Muscarinic acetylcholine receptor M1 (Rattus norvegicus), P08482 | AID 628, 2007;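 active means calcium fluorescence response, raw or row-and-column corrected B-score, differing from the plate sample mean either way at a set confidence level, mostly lower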
Target sequence (P08482 whole entry, looked up): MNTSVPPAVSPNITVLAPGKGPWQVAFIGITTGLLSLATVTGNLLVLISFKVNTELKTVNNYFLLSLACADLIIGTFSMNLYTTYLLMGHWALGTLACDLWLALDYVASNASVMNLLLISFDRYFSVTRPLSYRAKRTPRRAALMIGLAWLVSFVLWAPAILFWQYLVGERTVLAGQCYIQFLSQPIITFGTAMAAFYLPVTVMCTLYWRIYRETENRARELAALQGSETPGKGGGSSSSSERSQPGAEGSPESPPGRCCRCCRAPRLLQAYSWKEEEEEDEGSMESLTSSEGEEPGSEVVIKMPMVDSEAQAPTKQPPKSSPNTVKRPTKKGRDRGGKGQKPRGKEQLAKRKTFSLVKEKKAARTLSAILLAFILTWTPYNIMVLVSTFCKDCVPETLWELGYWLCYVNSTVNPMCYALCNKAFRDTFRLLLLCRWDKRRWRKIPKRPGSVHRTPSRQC
M1 ag = M1 muscarinic receptor agonists, primary screen, CHO-M1 cells, Fluo-4 calcium, agonist mode; Fluo-4 calcium fluorescence; stronger effect = higher value; B-score at 10 µM; 3% of 64,000 active;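 active means fluorescence rise, raw or as B-score row- and column-corrected plate score, outside the 99.7% band of its plate's samples, either direction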
SF1 activator = activators of human SF-1, primary screen, cell-based, CHO-K1, Gal4-SF-1 LBD, luciferase luminescence | 1.9% of 65,000 active | activation, % at 10 µM | Steroidogenic factor 1 (Homo sapiens), Q13285 | CHO-K1 Gal4-SF-1 LBD luciferase reporter; % increase over DMSO SF-1-specific signal;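 active means activation above the mean activation of all tested compounds plus 3 SD, cut at about 50% in these data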
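Material: CHO-K1 cells with Gal4–hSF-1 LBD chimera plus Gal4-driven luciferase / Input: 4,000 CHO-K1 cells per well / Incubation: compound exposure 20 h at 37 °C / Signal: luminescence read 15 min after SteadyLite luciferase reagent, after room-temperature equilibration / Read-out: percent activation versus DMSO / Benchmarks: DMSO negative control and −SF1 background wells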
Ec RNAP inh = E. coli RNAP inhibitors, biochemical | DNA-directed RNA polymerase subunit beta (Escherichia coli (strain K12)), P0A8V2 | E. coli RNA polymerase, fluorescence transcription assay | inhibition, %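 (tested at 10 µM)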 | 0.2% of 62,000 active; in the data active means inhibition above about 20%;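 further: 0% = enzyme without compound and 100% = no enzyme blank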
Ecoli tolC = growth inhibitors of E. coli tolC mutant, primary screen, strain BW25113 ΔtolC::kan, 384-well; OD615; growth inhibition, % at 10 µM (by protocol); 2.2% of 65,000 active;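 active means growth inhibition at or above a cutoff equal to the mean over every tested compound plus 3 SD, cut at about 60% in these data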;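 further: growth measured after 20 h incubation at 37 °C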
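Material: E. coli BW25113 ΔtolC::kan, tolC deletion mutant strain. Measure: percent growth inhibition. Schedule: 37 °C, 20 h exposure. Doses: single-point testing at 10 µM. Signal: A615 absorbance measurement. Buffer or medium: kanamycin-containing LB broth (50 µg/mL).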
Numbers without * were called inactive; [ ] = remark or other dose.

Screening O=C(Nc1c(F)cc(F)cc1Br)c1cc(-c2ccco2)on1 returned NADH coupling 4.0%, Fluor 339 460 1.17, TNAP act DEA 0.9, RORA act -5.1, M1 antag 1.06, M1 ag -0.0309, SF1 activator -8.9, Ec RNAP inh -4.8 and Ecoli tolC 11.2.
Screening CC(Cc1c[nH]c2ccccc12)NC(=O)C1CCCNC1=O (stereo not drawn) returned NADH coupling 6.0%, Fluor 339 460 1.13, TNAP act DEA 0.9, RORA act -14.0, M1 antag 1.04, M1 ag 0.552, SF1 activator -10.5, Ec RNAP inh 6.6 and Ecoli tolC -2.9.
Screening O=C(CN1CCC(Cc2ccccc2)CC1)NC(=O)NCc1ccco1 returned NADH coupling 4.0%, Fluor 339 460 1, TNAP act DEA 0.9, RORA act -23.9, M1 antag -0.93, M1 ag 1.08, SF1 activator -8.6, Ec RNAP inh 14.9 and Ecoli tolC 6.7.
`Cc1nc(NC(=O)CCCC(=O)Nc2nc(C)c(C)s2)sc1C` gave NADH coupling 1.0%, Fluor 339 460 1.07, TNAP act DEA 0.9, RORA act -9.8, M1 antag -0.0968, M1 ag -0.917, SF1 activator 7.4, Ec RNAP inh 0.2 and Ecoli tolC 4.5.
Screening CC(C)Cn1c(=O)c(C(=O)Nc2cnccn2)c(O)c2ccccc21 returned NADH coupling 2.0%, Fluor 339 460 1.12, TNAP act DEA 1, RORA act -32.3, M1 antag 0.00536, M1 ag -0.625, SF1 activator -19.9, Ec RNAP inh 7.7 and Ecoli tolC 100.0*.
For Cc1onc(-c2ccccc2)c1C(=O)Nc1cccnc1 the results were NADH coupling 6.0%, Fluor 339 460 1.15, TNAP act DEA 0.9, RORA act -13.5, M1 antag 0.0659, M1 ag -1.35, SF1 activator -16.1, Ec RNAP inh 1.3 and Ecoli tolC -17.4.
For CCOC(=O)c1ccc(NC(=O)C(C)N2C(=O)c3ccccc3C2=O)cc1 (stereo not drawn) the results were NADH coupling 8.0%, Fluor 339 460 1.05, TNAP act DEA 0.9, RORA act 4.4, M1 antag 0.0464, M1 ag -0.0212, SF1 activator -17.1, Ec RNAP inh 5.0 and Ecoli tolC -2.1.
NC/C(=N\O)c1ccc(Cl)cc1Cl was read as NADH coupling 1.0%, Fluor 339 460 1.18, TNAP act DEA 0.9, RORA act 0.1, M1 antag 0.0878, M1 ag -0.324, SF1 activator -3.6, Ec RNAP inh -0.5 and Ecoli tolC -6.5.
`CCOc1cc(CN2CCN(C(=O)c3ccco3)CC2)ccc1OC` gave NADH coupling 7.0%, Fluor 339 460 1.01, TNAP act DEA 0.9, RORA act 4.3, M1 antag 0.0766, M1 ag 0.476, SF1 activator 4.7, Ec RNAP inh 11.3 and Ecoli tolC -5.3.
For O=C(CCN1C(=O)c2ccccc2C1=O)N1CCCCCC1 the results were NADH coupling 3.0%, Fluor 339 460 1.03, TNAP act DEA 1, RORA act -0.4, M1 antag -1.29, M1 ag -1.73, SF1 activator -4.8, Ec RNAP inh 2.2 and Ecoli tolC -11.9.
Screening CC(C)Sc1oc(-c2ccco2)nc1S(=O)(=O)c1ccccc1 returned NADH coupling 4.0%, Fluor 339 460 1.09, RORA act -9.7, M1 antag -0.113, M1 ag -0.258, SF1 activator -24.7 and Ecoli tolC 49.3.
Cn1c(=N)n(CC(=O)O)c2ccccc21 was read as NADH coupling 4.0%, Fluor 339 460 1.05, TNAP act DEA 0.8, RORA act -7.6, M1 antag -0.24, M1 ag -0.829, SF1 activator -14.6, Ec RNAP inh 11.2 and Ecoli tolC -26.3.
`O=C1CC(c2ccc(F)cc2)Cc2nc(NCc3ccco3)ncc21` (stereo not drawn) gave NADH coupling 1.0%, Fluor 339 460 1.12, TNAP act DEA 1, RORA act -9.7, M1 antag 0.145, M1 ag -0.401, SF1 activator -14.1, Ec RNAP inh -2.3 and Ecoli tolC 11.8.
CCC(C)(C)n1nnnc1CN(Cc1ccco1)Cc1cc2cc3c(cc2[nH]c1=O)OCO3 was read as NADH coupling 8.0%[fluoresces], Fluor 339 460 3.52*, TNAP act DEA 1, RORA act 8.8, M1 antag -0.0886, M1 ag -0.666, SF1 activator 12.4, Ec RNAP inh 6.5 and Ecoli tolC 13.9.
Screening COc1ccc(C/C(O)=C(\C#N)c2nc3ccccc3s2)cc1 returned NADH coupling 6.0%, Fluor 339 460 1.01, TNAP act DEA 0.9, RORA act 0.3, M1 antag -0.378, M1 ag -1.3, SF1 activator -7.1, Ec RNAP inh 1.4 and Ecoli tolC 74.0*.
Screening O=C(CN1CCN(Cc2ccccc2Cl)C1=O)NCC1CCCO1 (stereo not drawn) returned NADH coupling 5.0%, Fluor 339 460 1.05, TNAP act DEA 0.9, RORA act -15.0, M1 antag 0.775, M1 ag -0.137, SF1 activator -4.4, Ec RNAP inh 10.2 and Ecoli tolC -10.6.
For CC(=O)NC1C(=O)N=C(SCC(=O)NCc2ccccc2)NC1=O (stereo not drawn) the results were NADH coupling 6.0%, Fluor 339 460 1.01, TNAP act DEA 0.9, RORA act -8.0, M1 antag 0.883, M1 ag 0.825, SF1 activator -8.8, Ec RNAP inh 6.3 and Ecoli tolC -10.0.
`N#CCCn1nnc(-c2ccccc2F)n1` gave NADH coupling 2.0%, Fluor 339 460 1.08, TNAP act DEA 0.9, Ec RNAP inh -3.5 and Ecoli tolC -16.0.
`COc1cccc(C2=CC(c3cccc(OC)c3OC)n3nnnc3N2)c1` (stereo not drawn) gave NADH coupling 4.0%, Fluor 339 460 1.26, TNAP act DEA 0.9, RORA act 45.8, M1 antag -0.719, M1 ag -1.38, SF1 activator 13.7, Ec RNAP inh -2.9 and Ecoli tolC 17.4.
For CC(NC(=O)c1cc2ccccc2o1)c1cccs1 (stereo not drawn) the results were NADH coupling 1.0%, Fluor 339 460 1.03, TNAP act DEA 0.9, RORA act 29.9, M1 antag 0.0209, M1 ag 0.106, SF1 activator 10.7, Ec RNAP inh 8.0 and Ecoli tolC 6.6.
`O=C1CC(c2cccc(Br)c2)C2=C(CCCC2=O)N1` (stereo not drawn) gave NADH coupling 4.0%, Fluor 339 460 2.04*, TNAP act DEA 0.9, RORA act -4.2, M1 antag -0.154, M1 ag 0.016, SF1 activator -7.1, Ec RNAP inh 3.8 and Ecoli tolC -13.4.
Screening CCCCn1c(=O)[nH]c(=O)c2c1nc(COC(=O)c1c(C)noc1C)n2CCC returned NADH coupling 5.0%, Fluor 339 460 1.21, TNAP act DEA 0.9, RORA act 16.2, M1 antag 0.00827, M1 ag 0.462, SF1 activator 16.9, Ec RNAP inh -3.6 and Ecoli tolC 3.6.
Screening Cc1ccccc1N1C(=O)c2cccc3c(N(C)CCO)ccc(c23)C1=O returned NADH coupling 1.0%, Fluor 339 460 1.4, TNAP act DEA 0.7, RORA act -20.0, M1 antag -0.15, M1 ag 90.6*, SF1 activator 16.2, Ec RNAP inh -7.4 and Ecoli tolC 21.9.
For CC1(C)Cc2c(c(-c3ccccc3)[nH]c(=O)c2C#N)CS1 the results were NADH coupling 9.0%, Fluor 339 460 1.07, TNAP act DEA 0.9, RORA act -12.7, M1 antag -0.0229, M1 ag -1.09, SF1 activator -17.9, Ec RNAP inh -10.8 and Ecoli tolC 15.3.
For COCCn1c(SCc2cnc(-c3ccccc3)s2)nnc1-c1ccncc1 the results were NADH coupling 6.0%, Fluor 339 460 1.04, TNAP act DEA 1, RORA act -5.9, M1 antag 0.0981, M1 ag -0.497, SF1 activator 18.6, Ec RNAP inh 7.0 and Ecoli tolC 2.2.
Screening CN(C(=O)C(Cl)Cl)c1ccc(OC(=O)c2ccco2)cc1 returned NADH coupling 2.0%, Fluor 339 460 1, TNAP act DEA 0.9, RORA act -11.6, M1 antag 1.51, M1 ag -0.261, SF1 activator -16.5, Ec RNAP inh 8.6 and Ecoli tolC 12.8.
`O=C(NCC(=O)N(Cc1ccco1)C(C(=O)NC1CCCCC1)c1cccnc1)c1ccco1` (stereo not drawn) gave NADH coupling 6.0%, Fluor 339 460 1.06, TNAP act DEA 0.9, RORA act -4.3, M1 antag -0.0124, M1 ag -0.667, SF1 activator -14.8, Ec RNAP inh 3.6 and Ecoli tolC -10.7.
`O=C(COC(=O)c1cccc(S(=O)(=O)N2CCN(c3ccccc3)CC2)c1)NCc1ccco1` gave NADH coupling 4.0%, Fluor 339 460 1.1, TNAP act DEA 0.9, RORA act -5.6, M1 antag 0.00589, M1 ag -0.219, SF1 activator 5.1, Ec RNAP inh 4.5 and Ecoli tolC -20.1.
For COc1cc(C2Nc3cc(Cl)c(S(N)(=O)=O)cc3S(=O)(=O)N2)cc(OC)c1OC (stereo not drawn) the results were NADH coupling 4.0%, Fluor 339 460 1.07, TNAP act DEA 0.8, RORA act 2.8, M1 antag 0.257, M1 ag -0.406, SF1 activator 7.5, Ec RNAP inh 6.2 and Ecoli tolC -4.0.
For c1ccc(-c2cnc(CSc3nnc4ccccn34)o2)cc1 the results were NADH coupling 3.0%, Fluor 339 460 1.16, TNAP act DEA 0.9, RORA act 16.6, M1 antag -0.435, M1 ag 0.0642, SF1 activator 71.1*, Ec RNAP inh 5.7 and Ecoli tolC 3.1.
`Cc1occc1-c1nnc(SCC(=O)c2ccc(Cl)cc2)n1CC1CCCO1` (stereo not drawn) gave NADH coupling 6.0%, Fluor 339 460 1.03, TNAP act DEA 0.9, RORA act -3.5, M1 antag 0.0527, M1 ag -0.261, SF1 activator -2.1, Ec RNAP inh 0.1 and Ecoli tolC 5.2.
Screening CCn1c(SCC(=O)NCC2CCCO2)nc2cc(S(=O)(=O)N3CCCCC3)ccc21 (stereo not drawn) returned NADH coupling 4.0%, Fluor 339 460 1, TNAP act DEA 0.7, RORA act -4.5, M1 antag 0.596, M1 ag -0.00787, SF1 activator 13.4, Ec RNAP inh 4.4 and Ecoli tolC -3.3.
CCOC(=O)Cc1csc(NC(=O)Nc2ccccc2)n1 was read as NADH coupling 1.0%, Fluor 339 460 1.06, RORA act 7.5, M1 antag -0.0195, M1 ag -0.883, SF1 activator 8.6 and Ecoli tolC 20.9.

No new results follow: entries from further up.
Screening CCn1c(SCC(=O)NCC2CCCO2)nc2cc(S(=O)(=O)N3CCCCC3)ccc21 (stereo not drawn) returned NADH coupling 4.0%, Fluor 339 460 1, TNAP act DEA 0.7, RORA act -4.5, M1 antag 0.596, M1 ag -0.00787, SF1 activator 13.4, Ec RNAP inh 4.4 and Ecoli tolC -3.3.
CCOC(=O)Cc1csc(NC(=O)Nc2ccccc2)n1 was read as NADH coupling 1.0%, Fluor 339 460 1.06, RORA act 7.5, M1 antag -0.0195, M1 ag -0.883, SF1 activator 8.6 and Ecoli tolC 20.9.
